Compound activity (PubChem BioAssay)
DT40 TDP1 no CPT: qHTS for Inhibitors of human tyrosyl-DNA phosphodiesterase 1 (TDP1): qHTS in cells in absence of CPT; Potency, µM (series often up to 46.2 µM), for inactives: at the highest dose activity change, negative = growth inhibition, hits mostly inhibitors; DT40 Tdp1-/- hTDP1 cells, no CPT, ATP luminescence, 48 h; 420,000 tested, 15% active; further: nearly all actives have a fitted effect of over 55% in size
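Chicken DT40 Tdp1-/- cells complemented with human TDP1, screened without camptothecin (DMSO vehicle only), 400 cells/well. Compounds pin-transferred, cells incubated at 37 °C for at least 48 hr. Growth read as ATP-dependent luminescence (CellTiter-Glo, 30 min at RT).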
TDP1 inh: blocks human tyrosyl-DNA phosphodiesterase 1 | Q9NUW8 | recombinant TDP1, AlphaScreen DNA substrate cleavage | Potency, µM (highest dose often 130 µM), without a hit: top-dose activity change, negative = inhibition, most hits filed as inhibitors | 350,000 tested, 0.28% active | AID 485290; further: nearly all actives have a fitted effect of over 40% in size
Target sequence (Q9NUW8 whole entry, looked up): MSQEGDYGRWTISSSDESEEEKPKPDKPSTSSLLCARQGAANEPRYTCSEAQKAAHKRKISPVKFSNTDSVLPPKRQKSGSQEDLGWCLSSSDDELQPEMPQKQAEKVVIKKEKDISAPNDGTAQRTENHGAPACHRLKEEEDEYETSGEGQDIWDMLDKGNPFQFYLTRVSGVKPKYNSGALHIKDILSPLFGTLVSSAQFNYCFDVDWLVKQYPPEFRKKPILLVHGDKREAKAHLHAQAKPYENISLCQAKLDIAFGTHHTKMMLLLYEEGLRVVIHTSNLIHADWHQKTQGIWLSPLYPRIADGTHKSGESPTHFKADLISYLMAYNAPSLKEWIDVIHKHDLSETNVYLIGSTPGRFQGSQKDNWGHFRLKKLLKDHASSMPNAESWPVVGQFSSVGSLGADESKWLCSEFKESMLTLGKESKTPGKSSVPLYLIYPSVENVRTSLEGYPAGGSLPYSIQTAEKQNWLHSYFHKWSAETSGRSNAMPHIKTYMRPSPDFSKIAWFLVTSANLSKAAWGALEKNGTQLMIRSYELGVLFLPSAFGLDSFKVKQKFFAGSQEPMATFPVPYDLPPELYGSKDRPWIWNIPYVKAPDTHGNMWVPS
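AlphaScreen read-out: signal falls as enzyme removes the 3' tyrosine-FITC from a 5'-biotinylated DNA oligo (15 nM, 5 min, RT). Enzyme was E. coli-made recombinant Tdp1 at 1 nM, exposed to compound for 15 min beforehand; beads 10 ug/ml, 10 min.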
DT40 TDP1 CPT: DT40-hTDP1 cell growth loss with CPT | chicken DT40 Tdp1-/-;hTDP1 cells + 20 nM CPT, ATP luminescence, 48 h | 420,000 tested, 12% active | Potency, µM (doses to about 46.2 µM), inactives show top-dose activity change, negative = growth inhibition, actives largely listed as inhibitors; further: nearly all actives have a fitted effect of over 55% in size
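Cell growth measured by CellTiter-Glo luminescence after a minimum 48 h, 37 C compound exposure with 20 nM CPT in Tdp1-knockout DT40 cells stably expressing hTDP1, seeded 400/well; qHTS titration format.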
Numbers without * were called inactive; u = inconclusive; x = no result given; [ ] = another dose, or the depositor's remark. The call rests on the fitted dose curve; in most records, active means well fitted curve in the direction sought with a large enough effect; inconclusive means small, poorly fitted or top-dose-only effect, or another doubt; inactive means no such curve, though single readings can be large; an effect the other way counts as inactive or inconclusive. On the % scale 0 is the no-effect control and ±100 the full control effect; potency means the concentration at half of the fitted maximal effect.

SMILES	DT40 TDP1 no CPT	TDP1 inh	DT40 TDP1 CPT
Cc1c(NC(=O)c2csc3c2CCCC3)c(=O)n(-c2ccccc2)n1C	-10%	7%	0%
COc1ccc(CNC(=O)COC(=O)c2cc(C)oc2C)cc1	-21%	x	-2%
C#Cc1ccc([C@@H]2C=C(C(=O)NC3CC3)O[C@H](OCC)[C@H]2CCCO)cc1	-29%	4%	-19%
Fc1ccc(-c2nn3c(C4COc5ccccc5O4)nnc3s2)cc1 (centres undefined)	-27%	0%	u
COc1ccc(CC(=O)N2CCOCC2)cc1	-13%	0%	8%
Cc1ccc(C(=O)N/C(=C\c2cccnc2)c2nc3ccccc3[nH]2)cc1	u	3%	u
CCN(CC)S(=O)(=O)c1ccc(N2CCOCC2)c(NC(=O)C2CCCO2)c1 (centres undefined)	1%	6%	-25%
Cc1ccc(N/N=C/c2c(O)cc(C)oc2=O)cc1	u	11%	u
CCN1CCCC1CNC(=O)c1cc(S(=O)(=O)N(C)C)ccc1Cl (centres undefined)	-15%	4%	-3%
Oc1[nH]c2ccc(Br)cc2c1N=NC(=S)N1CCOCC1	0.73µM*	11%	0.73µM*
COc1ccc(N(Cc2cccs2)C(=O)c2ccco2)cc1	u	-5%	23µM*
Nc1nnc(SCC(=O)N2CCN(Cc3ccccc3)CC2)s1	0%	2%	-3%
NS(=O)(=O)c1ccc(CCNC(=O)CCCC2=NS(=O)(=O)c3ccccc3N2)cc1	11%	2%	4%
Cc1ccc(-c2nc(NCc3cccnc3)c3ccccc3n2)cc1	-1%	5%	27%
COc1cc(/C=C2\SC(=O)NC2=O)ccc1OCC(=O)N1CCOCC1	-16%	0%	12%
CCC(C)NS(=O)(=O)c1ccc(NC(=O)CNCc2cccs2)cc1 (centres undefined)	u	x	u
CC1(C(=O)NS(=O)(=O)c2ccccc2)CCN1C(=O)c1ccccc1CCc1ccccc1 (centres undefined)	-1%	x	11%
N#CC12CCCCC1CC1CCCCC1(C#N)N2N (centres undefined)	-15%	-1%	3%
CCOc1ccc(Nc2oc(-c3ccc(COc4ccc(C)cc4)o3)nc2C#N)cc1	u	-1%	u
NCCCC[C@H](NC(=O)[C@@H]1CCCN1C(=O)[C@@H]1CSSC[C@H](N)C(=O)N[C@@H](Cc2ccccc2)C(=O)N[C@@H](Cc2ccccc2)C(=O)N[C@@H](CCC(N)=O)C(=O)N[C@@H](CC(N)=O)C(=O)N1)C(=O)NCC(N)=O	-5%	x	-4%
C=CCNC(=O)CSc1nnc(-c2ccccc2Cl)n1-c1c(C)n(C)n(-c2ccccc2)c1=O	-8%	2%	4%
O=C(NCCc1nnc2n1CCN(Cc1c(F)cccc1F)CC2)c1ccc(F)cc1	-10%	x	10%
O=C(Nc1ccc(-c2nc3cc(NC(=O)c4cccs4)ccc3o2)cc1)c1cccs1	13µM*	4%	11µM*
COc1ccc(Br)c(-c2nnc(CS(=O)(=O)c3ccccc3)o2)c1	u	x	-29%
COc1ccc(NC(=O)CCc2nc(-c3ccc(C)cc3)no2)cc1Cl	16µM*	-4%	16µM*
CCOC(=O)C1CCN(C2=NC(=O)/C(=C/c3ccccc3OC)S2)CC1	-6%	x	u
COc1cccc(NC(=O)CN(C)C(=O)c2cc3c(s2)CCCC3)c1	-24%	1%	-12%
CCc1cc(=O)oc2cc(C)cc(OCC(=O)NCC3CCC(C(=O)O)CC3)c12 (centres undefined)	-18%	x	4%
COc1ccccc1-c1oc2ccccc2c1C#CC1(N)CCCCC1	15µM*	0%	16µM*
Cc1nccn1CC(=O)O	-20%	3%	19%

Full records as entered above. Screens in order: DT40 TDP1 no CPT, TDP1 inh, DT40 TDP1 CPT
CCC(C)NS(=O)(=O)c1ccc(NC(=O)CNCc2cccs2)cc1 (centres undefined) across the screens: u, x, u
CCOc1ccc(Nc2oc(-c3ccc(COc4ccc(C)cc4)o3)nc2C#N)cc1 across the screens: u, -1%, u

Later entries.
SMILES	DT40 TDP1 no CPT	TDP1 inh	DT40 TDP1 CPT
CC(C)(C)N(Cc1cc2ccccc2[nH]c1=O)C(=O)C1CCCCC1	u	-5%	u
CCn1c2ccccc2c2cc(NC(=O)COC(=O)c3ccccc3F)ccc21	4%	2%	-7%
C=CCn1c(SCC(=O)OCC)nc2cc(C(=O)NCc3ccco3)ccc2c1=O	u	6%	-28%
CCCN(CCC)C(=O)c1c(NC(=O)CC)sc2c1CCCCC2	u	-5%	u
NC(=O)C1(c2ccccc2)CCC(=O)N1c1ccccc1 (centres undefined)	0%	-2%	8%
Cc1onc(-c2c(F)cccc2Cl)c1C(=O)NCCc1ccncc1	-4%	0%	-6%
COc1ccc(S(=O)(=O)N2CC(O)CC2C(=O)Nc2cccnc2)cc1 (centres undefined)	-2%	5%	10%
Cc1cnc(C)c(N2CCC(C(=O)NC(C)c3cccs3)CC2)n1 (centres undefined)	-19%	2%	-3%
CCc1c(O)nc(SCC(=O)Nc2ccccc2)n(-c2ccccc2)c1=O	-23%	1%	u
COc1ccc(CNC(=O)CN(C)S(=O)(=O)c2ccc3nc(C)sc3c2)cc1	-13%	3%	-6%
O=C(c1ccc(Cl)cc1[N+](=O)[O-])N1CCOCC1	-1%	0%	3%
CC(C)(C)[C@H]1C=C(C(N)=O)O[C@@H](OCc2ccc(CO)cc2)C1	-4%	0%	5%
CCN(CC)c1ccc(NC(=O)CSc2nc3nc(C)cc(C)c3c(=O)[nH]2)cc1	-12%	0%	-4%
CC1Cc2c([nH]c3ccccc23)C(=O)N1 (centres undefined)	-10%	x	-8%
Cc1cccc(C)c1NC(=O)CNC(=O)C(C)NC(C)c1ccccc1Br (centres undefined)	-5%	2%	-14%
CCOC(=O)C1=C(N)Oc2c(oc(CO)cc2=O)C1c1ccccc1 (centres undefined)	-14%	5%	-22%
O=C(Nc1cccc(C(F)(F)F)c1)c1cccnc1N1CCN(CCO)CC1	-19%	2%	10%
O=S(=O)(c1cccs1)N1CCCc2ccccc21	u	-3%	9%
O=C(CCCCCN1C(=O)c2cccc3cccc(c23)C1=O)NC1CCS(=O)(=O)C1 (centres undefined)	-4%	x	-13%
O=C(Nc1ccc2nc3n(c(=O)c2c1)CCCC3)c1ccccc1F	1%	x	-18%
Cc1nc2c(sc(=S)n2Cc2ccco2)c(=O)n1CC(=O)Nc1ccccc1Cl	-23%	6%	u
CCC(=O)Nn1c(C)nnc1C	4%	3%	-3%
Cc1ccc(S(=O)(=O)N2CCOc3ccccc32)c(C)c1NS(C)(=O)=O	u	x	u
Cc1cc(C)cc(NC(=O)CSc2nnc(CNC(=O)c3cccs3)o2)c1	-8%	3%	-9%
CSc1ccc(C2=CC(=O)C[C@H](c3ccc(F)cc3)C2)cc1	u	1%	u
COc1ccccc1CN1CCN(C2CCN(C(=O)Nc3ccccc3)CC2)C(=O)C1=O	3%	4%	-17%
CCOc1ccc(OCCC(=O)OCC(=O)Nc2cccc(S(=O)(=O)N3CCCCC3)c2)cc1	u	x	u
O=C(NCCc1ccccc1)c1cc(-c2ccccc2)nc2n[nH]c(-c3ccccc3)c12	u	3%	u
C=CCN(C(=O)c1csnn1)C(C(=O)NC1CCCC1)c1ccccc1F (centres undefined)	-21%	9%[0.0935 µM]	-5%
Cc1ccsc1C1Cc2c(C(=O)NCc3cccnc3)c(=O)cc(C)n2-c2ccccc2S1 (centres undefined)	-17%	x	-1%[9.04 µM]
CN(Cc1nc(-c2cnccn2)no1)Cc1n[nH]c2c1CCCC2	u	5%	9%
COc1ccc(CN(CCC(c2ccccc2)c2ccc(OC(C)C)cc2)C(=O)CCl)cc1OC (centres undefined)	2.9µM*	6%	2.1µM*
CC1(C)CC(=O)c2sc(NC(=O)Cc3cccs3)nc2C1	-18%	0%	-25%
COc1ccc(-c2nc3ccccc3o2)cc1NC(=O)COc1c(C)cc(Cl)cc1Cl	5.2µM*	x	2.9µM*
COC(C)c1oc2c(C)c3oc(=O)cc(C)c3cc2c1C (centres undefined)	-18%	x	12%
O=C(Nc1ccccc1)Nc1ccncc1	21µM*	6%	u
CC(=O)c1cccc(NC(=O)/C=C/c2ccc(S(=O)(=O)N3CCOCC3)cc2)c1	18µM*	1%	u
CCCN(CCC)CCCNC(=O)c1ccc(CS(=O)(=O)c2c(Cl)cccc2Cl)o1	6%	x	-16%
CN(Cc1ccccc1)/C(=N/O)c1cccc(Cl)c1	-6%	x	-15%
NC(=O)C1CCN(c2ncc(C(F)(F)F)cc2Cl)CC1	-8%	2%	-6%
COc1cccc2cc(C(=O)N(C)C3CCN(C)CC3)c(=O)oc12	-15%	4%	4%
Cn1c(C(=O)NCc2ccccc2F)cc2oc3ccccc3c21	u	6%	u
CCCN1C2=NCCN2c2cc(C)c(C)cc21	23µM*	2%	-27%
COc1ccc(NC(=O)N2CCCC(CNS(=O)(=O)c3cccs3)C2)c(C)c1 (centres undefined)	-24%	-2%	11%
CCCN(CC(=O)Nc1ccccc1OC)C(=O)c1ccc(COc2ccccc2)o1	u	0%	16µM*
Brc1ccc(/C=N/Nc2nc3ccccc3o2)cc1	-4%	x	-24%
COC(=O)c1ccc(C2c3c(-c4ccccc4O)n[nH]c3C(=O)N2Cc2cccnc2)cc1 (centres undefined)	u	7%	u
COc1ccc(N=Nc2ccc(CO)cc2)cc1	-4%	x	-10%
CCOc1ccc(-c2nnc(-c3cccs3)o2)cc1	-19%	-8%	-16%
COCCSc1ccccc1C(=O)Nc1cc(C)ccn1	23µM*	3%	u
CN(Cc1ccccc1F)C(=O)CN1c2cccc3cccc(c23)S1(=O)=O	u	x	u
Cc1cc(NC(=O)CCC(=O)N(CC(=O)NC2CCCC2)c2cccc(C)c2C)no1	-23%	x	-7%
CC(C)c1nc(C(=O)N2CCOc3ccc(CN4CCN(c5ccccn5)CC4)cc3C2)cs1	15µM*	x	-18%[9.04 µM]
Cc1cc(C)cc(OCC(=O)Nc2c(C(=O)c3ccccc3)oc3ccccc23)c1	4%	5%	-27%
Cc1cc(Br)c(OCc2ccc(C(=O)N/N=C3\CC(=O)CC(C)(C)C3)cc2)c(Br)c1	u	3%	u
Cc1ccc(C)c(N(C(=O)c2csnn2)C(C(=O)NC2CCCCC2)c2ccccn2)c1 (centres undefined)	-22%	-2%	4%
CC(C)(C)c1ccc(NC(=O)COC(=O)c2ccc3ncsc3c2)cc1	u	0%	u
COc1ccccc1C(CNC(=O)CNC(=O)c1ccc(Cl)c(Cl)c1)N1CCCC1 (centres undefined)	16µM*	0%	-10%
CCN1CCN(c2nn3c(=O)c4ccccc4nc3c3ccccc23)CC1	16µM*	-6%	u

18 successive compounds out of the list so far, quoted:
SMILES	DT40 TDP1 no CPT	TDP1 inh	DT40 TDP1 CPT
CN(Cc1ccccc1)/C(=N/O)c1cccc(Cl)c1	-6%	x	-15%
NC(=O)C1CCN(c2ncc(C(F)(F)F)cc2Cl)CC1	-8%	2%	-6%
COc1cccc2cc(C(=O)N(C)C3CCN(C)CC3)c(=O)oc12	-15%	4%	4%
Cn1c(C(=O)NCc2ccccc2F)cc2oc3ccccc3c21	u	6%	u
CCCN1C2=NCCN2c2cc(C)c(C)cc21	23µM*	2%	-27%
COc1ccc(NC(=O)N2CCCC(CNS(=O)(=O)c3cccs3)C2)c(C)c1 (centres undefined)	-24%	-2%	11%
CCCN(CC(=O)Nc1ccccc1OC)C(=O)c1ccc(COc2ccccc2)o1	u	0%	16µM*
Brc1ccc(/C=N/Nc2nc3ccccc3o2)cc1	-4%	x	-24%
COC(=O)c1ccc(C2c3c(-c4ccccc4O)n[nH]c3C(=O)N2Cc2cccnc2)cc1 (centres undefined)	u	7%	u
COc1ccc(N=Nc2ccc(CO)cc2)cc1	-4%	x	-10%
CCOc1ccc(-c2nnc(-c3cccs3)o2)cc1	-19%	-8%	-16%
COCCSc1ccccc1C(=O)Nc1cc(C)ccn1	23µM*	3%	u
CN(Cc1ccccc1F)C(=O)CN1c2cccc3cccc(c23)S1(=O)=O	u	x	u
Cc1cc(NC(=O)CCC(=O)N(CC(=O)NC2CCCC2)c2cccc(C)c2C)no1	-23%	x	-7%
CC(C)c1nc(C(=O)N2CCOc3ccc(CN4CCN(c5ccccn5)CC4)cc3C2)cs1	15µM*	x	-18%[9.04 µM]
Cc1cc(C)cc(OCC(=O)Nc2c(C(=O)c3ccccc3)oc3ccccc23)c1	4%	5%	-27%
Cc1cc(Br)c(OCc2ccc(C(=O)N/N=C3\CC(=O)CC(C)(C)C3)cc2)c(Br)c1	u	3%	u
Cc1ccc(C)c(N(C(=O)c2csnn2)C(C(=O)NC2CCCCC2)c2ccccn2)c1 (centres undefined)	-22%	-2%	4%

No enrichment for hits. About 18% of those tested had a hit in this group.
